Bioassay records deposited in PubChem BioAssay by The Scripps Research Institute Molecular Screening Center.
MITF inh = blocks human microphthalmia-associated transcription factor; O75030; AlphaScreen MITF homodimerization, bead proximity signal; inhibition, % at 2.6 µM; 650,000 tested, 0.91% active; in the data active = inhibition above about 50%;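 note: 0% = vehicle wells with protein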
Target sequence (O75030 whole entry, looked up): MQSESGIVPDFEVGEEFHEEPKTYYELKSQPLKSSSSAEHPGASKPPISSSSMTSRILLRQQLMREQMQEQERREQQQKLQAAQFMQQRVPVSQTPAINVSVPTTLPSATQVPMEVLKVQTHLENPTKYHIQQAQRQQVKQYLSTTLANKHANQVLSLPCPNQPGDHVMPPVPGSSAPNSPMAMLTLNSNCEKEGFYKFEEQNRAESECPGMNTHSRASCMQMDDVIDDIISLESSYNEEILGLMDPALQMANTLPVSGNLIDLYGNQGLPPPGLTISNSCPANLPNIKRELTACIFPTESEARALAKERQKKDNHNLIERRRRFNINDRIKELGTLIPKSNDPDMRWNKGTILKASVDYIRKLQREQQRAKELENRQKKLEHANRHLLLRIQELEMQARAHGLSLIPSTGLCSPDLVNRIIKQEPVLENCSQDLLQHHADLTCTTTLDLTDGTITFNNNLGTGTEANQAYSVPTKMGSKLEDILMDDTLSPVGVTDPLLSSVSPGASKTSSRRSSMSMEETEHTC
TEAD-YAP inh = TEAD-YAP interaction inhibition. HEK-TIYL cells, TEAD-Gal4/YAP UAS-luciferase luminescence. 640,000 tested, 1.4% active. inhibition, % at 9.12 µM; in the data active = inhibition above about 32%;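 note: 0% = median of test compound wells and 100% = reference inhibitor wells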
GPR151 ag = activates the human receptor GPR151; 650,000 tested, 1% active; AID 1508602; activation, % at 11.2 µM; Q8TDV0; PathHunter beta-arrestin GPR151 cells, luminescence; in the data active = activation above about 4.9%;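 note: 0% = median of compound wells and 100% = cells with positive control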
Target sequence (Q8TDV0 whole entry, looked up): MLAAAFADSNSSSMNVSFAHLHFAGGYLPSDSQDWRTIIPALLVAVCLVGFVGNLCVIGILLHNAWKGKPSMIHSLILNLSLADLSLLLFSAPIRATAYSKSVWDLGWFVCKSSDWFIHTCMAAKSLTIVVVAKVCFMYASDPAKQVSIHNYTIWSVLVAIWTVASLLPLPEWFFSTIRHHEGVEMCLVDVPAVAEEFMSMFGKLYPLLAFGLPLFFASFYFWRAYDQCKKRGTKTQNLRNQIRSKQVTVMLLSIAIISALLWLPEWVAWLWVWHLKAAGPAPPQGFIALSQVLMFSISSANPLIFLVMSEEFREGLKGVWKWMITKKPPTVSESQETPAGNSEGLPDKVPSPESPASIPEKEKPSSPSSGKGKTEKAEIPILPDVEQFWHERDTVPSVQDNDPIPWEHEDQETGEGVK
FBW7 activator = activators of human E3 ligase FBW7. 650,000 tested, 0.13% active. Q969H0. AlphaScreen FBW7–phospho-cyclin E peptide binding, activator screen. normalized activity (activation), % at 26.1 µM; in the data active = normalized activity above about 1.9%;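 note: purified mutant Fbw7 with reduced substrate affinity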
Active calls of the source: *; nt = not tested or not shown; & = joins results of further samples. Random draw from the library, and some 3.4% of all compounds hit somewhere here.

SMILES | MITF inh | TEAD-YAP inh | GPR151 ag | FBW7 activator
CCOC(=O)C1=C(C)NC(=O)NC1c1cc(Br)c(OCc2ccccc2)c(OC)c1 (stereo not drawn) | 22.1 | -4.5 | 1.2 | 0.4
CCCCNc1nc(SCc2cc(=O)n3cc(Cl)ccc3n2)nc2ccccc12 | 3.6 | 0.8 | 1.2 | -0.1
Cc1cc(-c2ccccc2)nc(Nc2ccc(S(N)(=O)=O)cc2)n1 | -12.8 | -4.6 | -0.8 | 0.1
CCc1n[n+](CC(=O)c2ccccc2)c(N)s1 | 10.7 | 57.1* | -9.2 | 0.2
CC(C)NC(=O)Cc1c(O)c2ccccc2[nH]c1=O | 4.1 | 4.5 | 1.0 | -0.2
CCOCCCn1c(=N)c(C(=O)NCc2ccccc2)cc2c(=O)n3cc(C)ccc3nc21 | -10.1 | -8.3 | -0.6 | 0.1
CCOc1ccc(Nc2nc(Nc3ccc(OCC)cc3)c3cn[nH]c3n2)cc1 | -0.8 | 0.1 | -0.9 | -0.1
COc1cccc(C2NC(=O)NC(C)=C2C(=O)OCCc2ccccc2)c1 (stereo not drawn) | 1.5 | 3.7 | 0.0 | 0.2
COc1ccc([N+](=O)[O-])cc1/C=C1/C(=O)NN(c2ccc(C)cc2)C1=O | 22.6 | 11.4 | -0.1 | 0.0
CCc1ccc(NC(=O)c2cc(S(=O)(=O)N3CCN(c4cccc(C)c4C)CC3)ccc2F)cc1 | 4.6 | -3.1 | -0.9 | -0.1
CC1(C)CC(=O)C2=C(C1)OC(N)=C(C#N)C2c1cccc(Cl)c1 (stereo not drawn) | -8.0 | -5.4 | -0.9 | -0.2
COc1ccc(/C=N/NC(=O)OC(C)(C)C)cc1OC | -1.2 | -32.0 | 0.3 | 0.0

Overlap with the part before: four entries, followed by the next part.
SMILES | MITF inh | TEAD-YAP inh | GPR151 ag | FBW7 activator
COc1ccc([N+](=O)[O-])cc1/C=C1/C(=O)NN(c2ccc(C)cc2)C1=O | 22.6 | 11.4 | -0.1 | 0.0
CCc1ccc(NC(=O)c2cc(S(=O)(=O)N3CCN(c4cccc(C)c4C)CC3)ccc2F)cc1 | 4.6 | -3.1 | -0.9 | -0.1
CC1(C)CC(=O)C2=C(C1)OC(N)=C(C#N)C2c1cccc(Cl)c1 (stereo not drawn) | -8.0 | -5.4 | -0.9 | -0.2
COc1ccc(/C=N/NC(=O)OC(C)(C)C)cc1OC | -1.2 | -32.0 | 0.3 | 0.0
NS(=O)(=O)c1ccc(Nc2nc(-c3ccccc3)c(CC(=O)O)s2)cc1 | -1.9 | -6.7 | 4.1 | 0.0
Fc1ccccc1/C=N/N=C(\c1ccccc1)C12CN3CN(CN(C3)C1)C2 | -2.9 | -2.5 | -1.4 | -0.1
Cc1ccccc1NC(=O)c1ccc(F)c(S(=O)(=O)NC2CC2)c1 | 0.0 | 2.7 | -0.6 | 0.3
CCCCOc1ccc(C2(C)NC(=O)NC2=O)cc1 (stereo not drawn) | 2.7&3.5 | 2.9&7.0 | 0.6&1.7 | 1.2&-0.6
Cc1ccc(NC2=NCCCCC2)cc1 | 7.7 | 5.5 | 0.3 | 0.0
Cc1ccc(NCC(=O)n2c3c(c4ccccc42)CCCC3)cc1Cl | 6.5 | -8.4 | -1.0 | 0.1
COc1ccc(-n2c(/C=C/c3c(C)[nH]c4ccccc34)nc3ccccc3c2=O)cc1 | 1.4 | -9.8 | 0.8 | 0.1
COc1cccc(NC(=O)C(C)NS(=O)(=O)c2ccc(Cl)cc2)c1 (stereo not drawn) | 14.6 | -2.9 | -0.3 | 0.1
Cc1cc(C)nc(/N=c2/ssnc2Cl)c1 | -1.9 | 5.0 | -0.3 | 0.0
COCCNC(=O)[C@H](O)[C@@H](O)C(=O)N1CCCN(S(=O)(=O)c2cccc3cnccc23)CC1 | 3.3 | 7.8 | -0.1 | 0.1
CC(=O)c1cccc(-c2nc(NCCN3CCOCC3)c3ncn(C(C)C)c3n2)c1 | 5.0 | 2.9 | 0.6 | 0.1
Brc1ccccc1Nc1nc2ccccc2n2cnnc12 | 3.2 | -7.6 | -1.4 | -0.2
COc1cc(NCCNC(=O)Nc2ccc(F)c(Cl)c2)nc(OC)n1 | 11.5 | -7.4 | 1.4 | 0.1
Cc1ccc(F)cc1NC(=O)c1sc2ncn(CC(=O)N3CCCCC3)c(=O)c2c1C | 7.0 | 5.1 | -0.5 | 0.2
COc1ccccc1NC(=O)N1CCN(c2ccc(Nc3cc(C)ccn3)nn2)CC1 | 14.3 | -3.4 | 0.0 | -0.9
Cc1ccccc1OCC(=O)N1CCN(C(=O)COc2ccccc2C)CC1 | 4.8 | 0.8 | 0.9 | 0.0
N#Cc1cc2c(=O)n3ccccc3nc2n(C2CCS(=O)(=O)C2)c1=O (stereo not drawn) | 2.4 | -2.1 | 1.1 | -0.2
CC1CCC(NC(=O)c2cn(C)c3ccc(S(=O)(=O)N4CCCC4)cc3c2=O)CC1 (stereo not drawn) | 7.6 | -17.8 | 1.6 | -0.3
Cc1nn(C)cc1C(=O)N1CCC(C(=O)c2nccs2)CC1 | 3.8 | 3.2 | 0.1 | 0.0
Cc1cccc(-n2c(SCC(=O)NC3CCCC3)nc3[nH]ncc3c2=O)c1 | 6.5 | 18.7 | -1.0 | 0.4
COc1ccc(Nc2cc(N3CCN(c4ccc(OC)cc4)CC3)c3noc4c3c2C(=O)c2ccccc2-4)cc1 | 10.2 | -1.1 | -1.1 | 0.7
CC(C)CSc1nnc(-c2ccc(S(=O)(=O)N3CCCC3)cc2)n1C | -13.6 | 5.2 | 0.2 | 0.0
CNC(=O)CSc1nnc(COc2ccccc2C)n1-c1ccccc1 | -5.2 | -6.2 | -0.5 | 0.0
COc1ccc(/C=N/Nc2nc(-c3ccc(OC)cc3)cs2)cc1 | 7.5 | 5.3 | 2.7 | -0.1

Gathered by group, the compounds so far containing an NH in an aromatic ring (4)
SMILES | MITF inh | TEAD-YAP inh | GPR151 ag | FBW7 activator
CC(C)NC(=O)Cc1c(O)c2ccccc2[nH]c1=O | 4.1 | 4.5 | 1.0 | -0.2
CCOc1ccc(Nc2nc(Nc3ccc(OCC)cc3)c3cn[nH]c3n2)cc1 | -0.8 | 0.1 | -0.9 | -0.1
COc1ccc(-n2c(/C=C/c3c(C)[nH]c4ccccc34)nc3ccccc3c2=O)cc1 | 1.4 | -9.8 | 0.8 | 0.1
Cc1cccc(-n2c(SCC(=O)NC3CCCC3)nc3[nH]ncc3c2=O)c1 | 6.5 | 18.7 | -1.0 | 0.4

Next section
SMILES | MITF inh | TEAD-YAP inh | GPR151 ag | FBW7 activator
CC(=O)Nc1ccc(C)cc1Br | 17.2 | 1.2 | -2.3 | 0.1
CC(C)NC(=O)c1ccccc1NS(=O)(=O)c1ccc([N+](=O)[O-])cc1 | -8.8 | 3.6 | -0.4 | 0.4
Cn1c(=O)c2[nH]c(NN)nc2n(C)c1=O | -4.8 | -4.0 | 0.8 | -0.3
Cc1nc(CC(=O)N2CCC3(CC2)CC3C(=O)NCCC2=CCCCC2)cs1 (stereo not drawn) | 5.4 | -3.5 | 0.6 | -0.1
COc1cc(C(=O)OCC(=O)N2CCC(C(N)=O)CC2)ccc1OC(F)F | -9.3 | 6.5 | 0.4 | 0.0
Cc1ccc(-c2nc(N)sc2-c2ccccc2)cc1 | 6.6 | 0.8 | 1.4 | -0.1
Cc1ccc(-c2cc(-c3ccccc3)c3c(N)c(C(=O)c4ccccc4)sc3n2)cc1 | -1.7 | 4.8 | 0.4 | -0.2
O=C(/C=C/c1ccccc1)Nc1ccc2c(c1)COC2=O | -3.5 | -41.0 | -0.4 | -0.1
CCOC(=O)c1sc2nc(SCc3cccc(F)c3)n(Cc3ccccc3OC)c(=O)c2c1C | 7.3 | 4.8 | -0.1 | 0.0
Cc1ccc(C(=O)NCc2ccc3c(c2)OCO3)cc1S(=O)(=O)N1CCCC1 | 0.9 | -1.4 | 4.7 | 0.1
CN1C(=O)CCC12CCN(Cc1ccc(-c3ccccc3Cl)o1)CC2 | 9.5 | 3.9 | 0.8 | -0.1
O=C(COc1ccccc1[N+](=O)[O-])NCc1cccnc1 | -12.4 | 2.8 | 3.8 | -0.1
CO[C@@H]1[C@@H](OC2OC(C)C(OC3CC(C)(O)C(O)C(C)O3)C(N(C)C)C2O)[C@@H](CC=O)C[C@@H](C)[C@@H](OC2CCC(N(C)C)C(C)O2)/C=C/C=C/C[C@@H](C)OC(=O)C[C@H]1O (stereo partly drawn) | 7.2 | nt | 1.0 | 0.1
Cn1c(Nc2nc(NC3CC3)c3ncn(C4CCCCC4)c3n2)nc2ccccc21 | 9.7 | 9.6 | 2.7 | 0.1
COc1cc(NC(=O)c2ccc(-c3ccc(C(N)=O)cc3)s2)cc(OC)c1OC | 1.9 | 10.2 | -0.4 | -0.1
C=CCn1c(SC(C)C(C)=O)nc2c1c(=O)n(C)c(=O)n2C (stereo not drawn) | 13.6 | 2.2 | 0.1 | 0.1
CCOc1ccc(C(=O)N(Cc2ccc(CC)cc2)C2CCS(=O)(=O)C2)cc1 (stereo not drawn) | 2.6 | -5.5 | -0.1 | -0.1
CC(=O)C(Sc1nnc(-c2cccc(Br)c2)o1)C(=O)N(C)C (stereo not drawn) | 5.6 | -37.1 | -0.6 | -0.1
Cc1cc(NCCOc2ccccc2)nc(-c2c(C)nn(C)c2C)n1 | 6.8 | -4.8 | 1.2 | 0.1
CCc1cc2c(=O)c(Oc3ccccc3F)coc2cc1OC(C)=O | 7.0 | -10.0 | -1.1 | 0.0
O=S(=O)(/N=C(\c1ccccc1)N1CCCC1)c1cccs1 | 11.6 | 1.5 | 0.2 | 0.1
COc1ccccc1-c1nnc(C2CCN(S(=O)(=O)c3ccc(C)c(C)c3)CC2)o1 | 12.3 | -13.9 | -0.3 | -0.2
CCOC(=O)CN(C)C1CCN(c2ccc(C(=O)NCc3ccccc3F)cc2)CC1 | 9.7 | 2.0 | -0.4 | 0.2
CCOC(=O)Nc1ccc([N+](=O)[O-])cc1[N+](=O)[O-] | 29.7 | -0.1 | 1.1 | -0.1
O=S(=O)(Nc1ccc(Oc2ccc3ccccc3c2Cl)c(Cl)c1)c1cccc2nsnc12 | 2.8 | -2.2 | 2.2 | 0.1
Cc1c(C(=O)NCCN(C)C)sc2ncn(CC(=O)N3CCC(C)CC3)c(=O)c12 | -6.6 | 1.4 | -0.1 | -0.1
CCCCOc1ccc(C(=O)NCC(=O)OCC(=O)c2ccc(Br)cc2)cc1 | 2.5 | 11.0 | -0.4 | 0.0
Cn1nnnc1SCc1cn2cccnc2n1 | 2.8 | -0.1 | 1.7 | 0.1
CCCCNC(=O)NNC(=O)C12CC3CC(CC(C3)C1)C2 | 10.0 | -5.7 | 0.4 | 0.1
Cc1cc(I)ccc1NC(=O)c1ccccc1F | -11.1 | -43.8 | 0.7 | 0.0
CCS(=O)CCSc1nc(-c2ccc(Br)cc2)cc(-c2ccccc2)c1C#N (stereo not drawn) | -2.8 | 28.1 | 1.3 | 0.2
N#CCC(=O)NCCCOC(=O)Nc1ccc(Cl)c(Cl)c1 | -10.3 | -1.3 | 0.4 | 0.0
Cc1ccc(C)c(Nc2nnc(-c3ccc(C)c(S(=O)(=O)NCCO)c3)c3ccccc23)c1 | 8.7 | -2.9 | -1.3 | -0.2
Cc1cc(NC(=O)Cn2cnc3c2c(=O)n(C)c(=O)n3C)ccc1Br | 0.8 | -10.5 | -0.7 | 0.0
COc1ccc(S(=O)(=O)N2CCN(c3nc4ccc(F)cc4s3)CC2)cc1 | 3.2 | 10.0 | -0.3 | -0.1
COc1ccc2c(c1)C(=O)NC2CC(=O)NC1(c2ccc(F)cc2)CCCC1 (stereo not drawn) | 16.4 | -2.7 | -0.9 | 0.0
CN1CCCN(C(=O)C2CC23CCN(Cc2cnn(-c4ccc(F)cc4)c2)CC3)CC1 (stereo not drawn) | -0.4 | 2.2 | -0.7 | 0.1
O=C(Cn1cc(NC(=O)CCOc2ccccc2)cn1)NCCCn1ccc2ccccc21 | 4.9 | 7.5 | -0.1 | -0.1
COc1ccc(CC(=O)Nc2nnc(SCC(=O)N3CCCCC3)s2)cc1OC | -8.4 | 4.5 | 1.7 | 0.0
Cc1ccc(C(=O)NCC(=O)Nc2ccccc2C(F)(F)F)cc1 | -1.8 | 0.7 | -0.7 | 0.0
COc1cccc(NS(=O)(=O)c2ccc3nsnc3c2)c1 | 2.4 | -3.2 | 1.0 | -0.1
CC1(C)Cc2c(sc3nc(SCc4ccc5c(c4)OCO5)nc(N)c23)CO1 | 13.4 | -7.8 | 0.4 | 0.1
COc1ccc(NC(=O)c2ccc(N3CC4CC(C3)c3cccc(=O)n3C4)c(NC(=O)c3ccccc3Cl)c2)cc1OC (stereo not drawn) | 0.1 | -5.0 | -1.4 | 0.0
Cc1ccc(-c2c(C#N)c(N)nc3c2CCCC3)o1 | 0.7 | -6.4 | 1.7 | -0.2
C=C(C)Cn1c(SCCC(C)C)nc2sc3c(c2c1=O)CCC3 | -2.5 | 1.9 | 0.4 | -0.1
Cc1nc(N2CC(C)CC(C)C2)c2nnn(Cc3ccccc3)c2n1 (stereo not drawn) | 17.1 | -4.6 | -0.1 | 0.0

A few values from the results shown:
Value for COc1cccc(NS(=O)(=O)c2ccc3nsnc3c2)c1 under GPR151 ag: 1.0
Value for COc1ccc(NC(=O)c2ccc(N3CC4CC(C3)c3cccc(=O)n3C4)c(NC(=O)c3ccccc3Cl)c2)cc1OC (stereo not drawn) under TEAD-YAP inh: -5.0
